Assay outcomes from PubChem.
OX1R FRET antag: blocks the human orexin 1 receptor; OX1R-expressing cells, FRET antagonist read-out; inhibition, % at 6.6 µM; actives 1.8% (n = 330,000); AID 485270; in the data active = inhibition mostly above about 38%, no sharp cut-off; inactive = mostly below about 40%;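 note: 0% = agonist challenge alone and 100% = reference antagonist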
Target sequence (O43613 whole entry, looked up): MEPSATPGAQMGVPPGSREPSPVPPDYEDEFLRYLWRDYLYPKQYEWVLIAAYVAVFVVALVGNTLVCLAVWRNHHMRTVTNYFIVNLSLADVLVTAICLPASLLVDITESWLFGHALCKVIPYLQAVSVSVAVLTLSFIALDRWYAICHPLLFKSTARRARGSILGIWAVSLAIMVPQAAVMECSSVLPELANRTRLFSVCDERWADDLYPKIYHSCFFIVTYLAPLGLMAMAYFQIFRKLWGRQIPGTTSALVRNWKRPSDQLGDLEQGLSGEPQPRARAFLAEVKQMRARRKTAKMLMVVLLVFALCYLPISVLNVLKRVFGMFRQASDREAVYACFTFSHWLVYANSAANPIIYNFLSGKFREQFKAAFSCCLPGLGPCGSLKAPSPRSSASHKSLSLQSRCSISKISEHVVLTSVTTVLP
STK33 inh: blocks human STK33 kinase activity; purified STK33, MBP phosphorylation, ADP-Glo luminescence; inhibition, % at 10 µM; actives 0.073% (n = 320,000);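 active = inhibition at or above 25%, using the most active replicate where run in duplicate; inactive = inhibition below 25%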
Target sequence (Q9BYT3 whole entry, looked up): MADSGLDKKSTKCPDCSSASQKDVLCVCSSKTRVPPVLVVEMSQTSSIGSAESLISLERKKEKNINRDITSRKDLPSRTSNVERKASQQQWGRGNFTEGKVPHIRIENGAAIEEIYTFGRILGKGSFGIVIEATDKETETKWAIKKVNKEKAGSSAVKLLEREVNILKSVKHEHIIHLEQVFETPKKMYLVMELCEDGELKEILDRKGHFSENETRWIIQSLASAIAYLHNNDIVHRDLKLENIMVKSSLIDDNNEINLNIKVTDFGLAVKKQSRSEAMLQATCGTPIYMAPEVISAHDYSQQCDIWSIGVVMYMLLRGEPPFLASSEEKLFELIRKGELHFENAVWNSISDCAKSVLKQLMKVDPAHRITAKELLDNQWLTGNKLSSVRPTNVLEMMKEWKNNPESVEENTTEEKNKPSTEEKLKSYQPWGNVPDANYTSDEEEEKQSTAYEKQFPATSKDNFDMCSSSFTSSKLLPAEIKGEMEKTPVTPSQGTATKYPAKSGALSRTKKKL
The depositor's hits bear a star; / = not tested or not shown.

SMILES	OX1R FRET antag	STK33 inh
Cc1onc(-c2ccccc2)c1C(=O)N/N=C/c1c[nH]c2ccccc12	17	-0.8
Cc1ccc(O)c(NC(=O)c2noc(C(C)C)c2[N+](=O)[O-])c1	2	0.3
CCOC(=O)CSc1ccc(-c2nc3ccccc3[nH]2)cn1	18	1.2
CCN(CC)C(=O)N1CCC(NC(=O)c2ccc(C(C)(C)C)cc2)CC1	7	-1.2
CSC(=CC(=O)c1ccccc1)SC	11	0.8
CCc1cc2c(=O)n(Cc3ccccc3)c(SC3CCOC3=O)nc2s1 (stereo unspecified)	18	-0.7
O=C(NCCCN1CCCC1=O)C1CCN(S(=O)(=O)c2cc(C(F)(F)F)ccc2Cl)CC1	5	-2.0
O=C(O)C1CCCCC1C(=O)N1CCCC1 (stereo unspecified)	13	-1.3
O=C(NC(NC(=S)N1CCOCC1)C(Cl)(Cl)Cl)c1cccc2ccccc12 (stereo unspecified)	10	-0.3
COc1ccc(OC)c(/C=C2\Oc3cc(OCC(=O)N4CCC(C(=O)O)CC4)ccc3C2=O)c1	16	5.2
O=c1[nH]c2ccc(Br)cc2c(-c2ccccc2)c1N1CCOCC1	1	0.1
COC(=O)c1sc(NC(=O)c2cc3c(s2)CCCC3)nc1C	89*	0.8
COc1nc(NCCC2=CCCCC2)nc(OC)n1	3	-2.2
COC(=O)c1sccc1NC(=O)Nc1ccc(F)cc1	43	2.6
CCC(=O)Nn1c(C2CCC2)nc2ccccc2c1=O	3	-0.6
CCN(CC)C(=O)Cn1nnc(-c2ccc(C)o2)n1	12	-4.0
CCOc1ccc(-c2nnc(Nc3ccc(OC)c(C(=O)N4CCCCC4)c3)c3ccccc23)cc1	16	0.1
CCCc1cc(=O)oc2c(C)c(OC(C)C(=O)NCCN3CCOCC3)ccc12 (stereo unspecified)	-3	-0.7
Brc1ccccc1C1N=C(c2ccccc2)NO1 (stereo unspecified)	14	-0.1
CN(C)S(=O)(=O)c1cccc(NC(=S)NCc2ccco2)c1	8	0.7
COc1ccccc1CNC(=O)CSc1nc(N)c(C#N)c(-c2cccs2)c1C#N	22	0.7
Cc1c(Cl)c([N+](=O)[O-])nn1CC(=O)NCCCN1CCOCC1	10	0.3
C=CCNC(=O)C(=O)Nc1cc2c3c(c1)CCC(=O)N3CCC2	11	-1.1
COC(=O)c1ccsc1NC(=O)CN1C(=O)CCC1=O	11	-1.9
O=C1CN(C(=O)c2cc3ccccc3o2)c2ccccc2N1	18	/
Cc1ccc(C(=O)N2C(=S)C(c3ccc(F)cc3)=NC23CCN(C)CC3)cc1	6	-0.5
COc1ccccc1C(=O)N(Cc1nc(-c2ccc(Cl)cc2)no1)C(C)C	30	-0.2
CCS(=O)(=O)N1Cc2ccccc2CC1C(=O)Nc1ccc(F)cc1 (stereo unspecified)	11	-0.9
COc1ccc(S(=O)(=O)n2nc(-c3ccc(Cl)cc3)cc2N)cc1	13	0.0
CCO[C@H]1OC(C(=O)NCc2nc3ccccc3[nH]2)=C[C@@H](C2CCCCC2)[C@@H]1CCCO	19	0.7
Cc1onc(-c2ccccc2Cl)c1C(=O)N1CCOC12CCN(c1cccc(F)n1)CC2	10	0.9
O=C1CSc2ccc(S(=O)(=O)NCc3ccc(F)cc3)cc2N1	22	-1.7
CC(CN1CCOCC1)(NS(=O)(=O)c1ccccc1)c1ccccc1 (stereo unspecified)	14	-0.7
Cc1nn(Cc2ccc([N+](=O)[O-])cc2)c(=O)n1N(C)c1ncc(C(F)(F)F)cc1Cl	17	0.5
COc1ccc(Cl)cc1NC(=O)COC(=O)Cc1cccs1	13	-1.1
COc1cccc(CCNC(=O)CCc2nnc(Cc3cc(OC)ccc3OC)o2)c1	11	-0.8
Cc1[nH]nc2c1C(C1CC=CCC1)C(C#N)=C(N)O2 (stereo unspecified)	15	-6.0
CC(=O)NC1=C(Nc2ccc(N(C)C)cc2)C(=O)c2ccccc2C1=O	120*	2.0
CCc1ccc(C(=O)Nc2cc(C)on2)o1	0	0.7
CCC1CCCCN1CCCNC(=O)CSc1nc2nc(C)c(Cc3ccccc3Cl)c(C)n2n1 (stereo unspecified)	7	0.0
O=C(CCC(=O)Nc1ccc(Cl)cc1Cl)NNC(=O)Nc1ccccc1	23	2.1
CN1C2CCC1CC(NS(=O)(=O)c1ccc(C#N)cc1)C2 (stereo unspecified)	14	-0.5
Cc1cccc(CN2C(=O)c3ccccc3Sc3ccc(C(=O)O)cc32)c1	14	-1.3
CN(C)CCNC(=O)c1cccc(NS(=O)(=O)c2ccc(Cl)c(Cl)c2)c1	2	-0.7
Cn1nc(-c2ccc(OCC(=O)Nc3cccnc3)cc2)c2ccccc2c1=O	28	1.9
CC(C)(C)c1ccc(C(=O)N2CCC(C(=O)NCc3ccco3)CC2)cc1	-4	-1.1
Cc1c(CCC(=O)O)c(=O)oc2cc(O)ccc12	9	0.7
CCOc1ccccc1NC(=O)CSc1ccc(-c2ccco2)nn1	29	-1.6
N#Cc1ccc(CN(c2ccncc2)S(=O)(=O)c2ccccc2)cc1	6	-1.2
O=S(=O)(Nc1ccc2c(c1)OCCO2)c1cccc2cccnc12	13	-2.2
CSc1nc(C)c2c(n1)N(c1ccc(F)cc1)CC2	8	-1.2
CSCC[C@H](NC(=O)N1CCn2c1nc1ccccc12)C(=O)NC1CCCCC1	37	-1.5
O=C(Nc1ccc(-c2ccc3nncn3n2)cc1)C1CCCCC1	22	-1.4
Cc1ccc(C(=O)N/C(=C\c2sccc2C)C(=O)NCc2ccco2)cc1	31	-0.3
O=C(c1c[nH]c(C(=O)C(Cl)(Cl)Cl)c1)c1ccc(F)cc1F	-4	1.1
COc1ccc(NC(=S)NC23CN4CN(CN(C4)C2)C3)c(OC)c1	-9	-0.2
Cc1ccc(-c2ccc(/C=N/n3cnnc3)o2)cc1Cl	-7	0.2
COC(=O)c1cc(NC(=O)C(C)c2ccc(CC(C)C)cc2)ccc1O (stereo unspecified)	14	0.0
O=C(N/N=C/c1ccccn1)c1cc([N+](=O)[O-])cc([N+](=O)[O-])c1	91*	-0.2
O=C(COC(=O)CCCN=C1NS(=O)(=O)c2ccccc21)NNC(=O)c1ccccc1	21	-3.9

Sorted by length of the SMILES (highest first): some entries from above.
SMILES	OX1R FRET antag	STK33 inh
O=C(N/N=C/c1ccccn1)c1cc([N+](=O)[O-])cc([N+](=O)[O-])c1	91*	-0.2
COc1ccc(NC(=S)NC23CN4CN(CN(C4)C2)C3)c(OC)c1	-9	-0.2
CSc1nc(C)c2c(n1)N(c1ccc(F)cc1)CC2	8	-1.2

More entries:
SMILES	OX1R FRET antag	STK33 inh
C=CCc1ccc(OC)c(OC)c1	17	0.1
CC1CN(C(=O)COC(=O)c2nn(-c3ccccc3)c(=O)c3ccccc23)CC(C)O1 (stereo unspecified)	16	0.0
O=[N+]([O-])c1ccc(/C=N\N2CCN(c3ccc(Cl)cc3)CC2)cc1	6	-0.8
CCOC(=O)Cc1csc(NC(=O)Cc2cccs2)n1	15	-0.3
CCOc1ccc(-n2c(SCC(=O)OC)nc3sc4c(c3c2=O)CCN(C)C4)cc1	/	0.4
CCOC(=O)c1sc(NC(=O)CN2C(=O)C3CC=CCC3C2=O)nc1C (stereo unspecified)	8	-0.1
CCOC(=O)Cc1csc(SCC(=O)Nc2ccc3[nH]c(=O)[nH]c3c2)n1	8	-0.2
NS(=O)(=O)c1ccc(N2CCOCC2)c(C(=O)NCc2cccs2)c1	3	-0.8
Cc1ccc(C(=O)N2CCC(n3nccc3NC(=O)C3CCOC3)CC2)cc1 (stereo unspecified)	20	-0.1
COc1ccc(Nc2nnc(SC(C)C(=O)NC3CC3)s2)cc1 (stereo unspecified)	3	-1.3
O=C(Cn1c(=O)n(CC(=O)N2CCCCC2)c(=O)c2sccc21)NCc1ccccc1	18	-0.3
Cc1ccc(S(=O)(=O)N2CCCCC2C(=O)NCc2ccco2)cc1 (stereo unspecified)	11	0.0
CN1C(=O)NC(NC(=O)c2ccco2)(C(F)(F)F)C1=O (stereo unspecified)	10	1.2
COc1ccc(N(C(C)=O)c2nc3ccccc3[nH]2)cc1	0	-1.4
NNC(=O)c1ccc(COc2ccc3c(c2)CCC3)o1	6	-2.0
COc1ccc(-c2ccccc2[C@H]2[C@@H]3C=CC[C@@H](C)[C@@H]3C(=O)N2Cc2ccccc2)cc1	13	/
COc1ccc(C2Nc3ccccc3C(=O)N2Cc2ccco2)cc1COc1ccc(F)cc1 (stereo unspecified)	18	-1.4
CCOc1ccccc1NC(=O)COc1coc(CN2CCc3ccccc32)cc1=O	26	/
COc1ccc(NC(=O)CN2C(=O)COc3ccc(C)cc32)c(OC)c1	7	0.8
COc1ccc2c(c1)C(C)=CC(C)(C)N2S(=O)(=O)c1ccc(C)cc1	25	-1.2
Cc1onc(-c2c(F)cccc2Cl)c1C(=O)c1ccccc1	20	0.2
COc1ccc(C2=NOC(C)(c3nnc(-c4ccccc4)o3)C2)cc1 (stereo unspecified)	29	-1.4
COC(=O)[C@]1(C)N[C@H](CN(C)C(=O)c2ccc(C(C)(C)C)cc2)[C@@H]2C(=O)N(C)C(=O)[C@@H]21	7	/
COc1ccc(CNC(=O)CN(c2ccc(OC)cc2)S(=O)(=O)c2c(C)[nH]c(=O)[nH]c2=O)cc1	8	/

Quoted from the listing:
STK33 inh, COc1ccc(C2=NOC(C)(c3nnc(-c4ccccc4)o3)C2)cc1 (stereo unspecified) = -1.4
OX1R FRET antag, COc1ccc(-c2ccccc2[C@H]2[C@@H]3C=CC[C@@H](C)[C@@H]3C(=O)N2Cc2ccccc2)cc1 = 13
OX1R FRET antag, CCOc1ccccc1NC(=O)COc1coc(CN2CCc3ccccc32)cc1=O = 26
OX1R FRET antag, CN1C(=O)NC(NC(=O)c2ccco2)(C(F)(F)F)C1=O (stereo unspecified) = 10

Remaining list, next part:
SMILES	OX1R FRET antag	STK33 inh
COc1ccc2c(c1)c1nc3n(c(=O)c1n2CC(=O)Nc1ccccc1)CCCS3	13	-1.4
N/C(=N\OC(=O)COc1ccc(Cl)cc1)c1cccnc1	14	/
Cc1cccc2cc(C#N)c(SCC(=O)Nc3ccccc3N3CCOCC3)nc12	-4	-0.2
O=C(c1ccc(C#CC2(O)CCCCC2)cc1)N1CCOCC1	1	0.0
N#CCCn1cc(/C=N/NC(=O)c2ccncc2)c(-c2ccc(F)cc2)n1	7	0.3
CCOC(=O)Cn1c(=O)c2c(nc3n2CCCN3CCc2ccccc2)n(C)c1=O	0	-0.3
Cn1c(N)c(C(=O)COC(=O)c2cc(-c3ccco3)nc3ccccc23)c(=O)n(Cc2ccccc2)c1=O	20	0.2
CCCCn1c(CN2CCN(c3cccc(Cl)c3)CC2)nc2c1c(=O)[nH]c(=O)n2C	-2	-0.9
CCOC(=O)C1CCN(C(=O)c2ccc3c(c2)S(=O)(=O)c2ccccc2C3=O)CC1	32	-0.8
Cc1cc(C(=O)CN2C(=O)C(=O)N(C)C2=O)c(C)n1-c1cccc(S(=O)(=O)N2CCOCC2)c1	10	0.0
Cc1ccc(OCC(=O)Nc2ccc(S(=O)(=O)N3CCCC3)cc2)cc1	10	-0.2
Nn1c(COc2ccccc2F)nnc1SCC(=O)NC1CCS(=O)(=O)C1 (stereo unspecified)	9	-0.6
Nc1nonc1-n1nnc(C(=O)N/N=C/c2ccc3c(c2)OCO3)c1-c1ccccc1	29	1.3
Clc1ccccc1COc1ccccc1-c1nnco1	7	3.5
ClCC1CSC(=NC23CC4CC(CC(C4)C2)C3)O1 (stereo unspecified)	-7	-1.3
COc1ccccc1-c1nn(-c2ccccc2)cc1C(=O)N1CCc2ccccc2C1	8	-0.4
Cc1cc(C)cc(N(CCC#N)C(=O)CSc2nc3ccccc3c(=O)[nH]2)c1	27	-0.8
O=C(CCCC(=O)Nc1ccccc1Br)N/N=C/c1c(F)cccc1Cl	-1	-1.4
COc1ccc(CSc2nnc(C)s2)cc1F	22	-1.4
O=C(CN1C(=O)COc2ccc(S(=O)(=O)N3CCCC3)cc21)NCc1ccccn1	8	0.0
COc1nccnc1NS(=O)(=O)c1ccc(NCc2cc(Br)ccc2O)cc1	6	-0.3
COc1ccc(NS(=O)(=O)c2cc(C(=O)O)ccc2C)cc1	-4	0.5
COc1cc(O)c(C(CC(=O)N2CCCCC2)c2cc(OC)c(OC)c(OC)c2)c(OC)c1 (stereo unspecified)	26	0.5
COC(=O)c1cc(Br)c(=O)n(CCc2ccc(F)cc2)c1	19	-0.3
CN=c1sc(C(=O)Nc2ccccc2)c(C)n1C	11	0.2
CCC(C)NCC(=O)Nc1ccc([N+](=O)[O-])cc1C(=O)Nc1ccccc1F (stereo unspecified)	45	-0.7
COCCNC(=S)NC(=O)CC12CC3CC(CC(C3)C1)C2	8	-0.9
COc1ccc(NC(=O)CC2(CC(=O)O)CCCC2)cc1	-4	0.5
Cc1ccc(S(=O)(=O)N2CCCCC2C(=O)O)cc1 (stereo unspecified)	7	-1.6
O=C(COc1ccc(Cl)cc1Cl)Nc1noc2ccccc12	14	-0.9

Grouped by structure, those above with a furan ring, fused or not.
SMILES	OX1R FRET antag	STK33 inh
CCN(CC)C(=O)Cn1nnc(-c2ccc(C)o2)n1	12	-4.0
CN(C)S(=O)(=O)c1cccc(NC(=S)NCc2ccco2)c1	8	0.7
O=C1CN(C(=O)c2cc3ccccc3o2)c2ccccc2N1	18	/
CCc1ccc(C(=O)Nc2cc(C)on2)o1	0	0.7
CC(C)(C)c1ccc(C(=O)N2CCC(C(=O)NCc3ccco3)CC2)cc1	-4	-1.1
CCOc1ccccc1NC(=O)CSc1ccc(-c2ccco2)nn1	29	-1.6
Cc1ccc(C(=O)N/C(=C\c2sccc2C)C(=O)NCc2ccco2)cc1	31	-0.3
Cc1ccc(-c2ccc(/C=N/n3cnnc3)o2)cc1Cl	-7	0.2
Cc1ccc(S(=O)(=O)N2CCCCC2C(=O)NCc2ccco2)cc1 (stereo unspecified)	11	0.0
CN1C(=O)NC(NC(=O)c2ccco2)(C(F)(F)F)C1=O (stereo unspecified)	10	1.2
NNC(=O)c1ccc(COc2ccc3c(c2)CCC3)o1	6	-2.0
COc1ccc(C2Nc3ccccc3C(=O)N2Cc2ccco2)cc1COc1ccc(F)cc1 (stereo unspecified)	18	-1.4
Cn1c(N)c(C(=O)COC(=O)c2cc(-c3ccco3)nc3ccccc23)c(=O)n(Cc2ccccc2)c1=O	20	0.2
